BioA inh = blocks M. tuberculosis BioA enzyme activity. purified M. tuberculosis BioA enzyme, plate reader. inhibition, % at 9.99 µM. 360,000 compounds, 0.096% hits. AID 602481; in the data active = inhibition above about 40%
Starred values were filed as active, the others as inactive.

C[C@H](CO)N1C[C@H](C)[C@@H](CN(C)Cc2ccccc2)Oc2ncc(C3=CCCC3)cc2C1=O
- BioA inh: 0.5

CC(=O)N(C)C[C@H]1Oc2ncc(C#C[C@@H](C)O)cc2C(=O)N([C@H](C)CO)C[C@H]1C
- BioA inh: -1.0

O=C(C[C@@H]1C[C@@H]2c3cc(NS(=O)(=O)c4ccccc4)ccc3O[C@@H]2[C@@H](CO)O1)NC1CCCC1
- BioA inh: 1.4

CC(=O)Nc1ccc2c(c1)C(=O)N(C)[C@H]1CC[C@H](CC(=O)NC3CCCCC3)O[C@H]1CO2
- BioA inh: -2.1

COc1ccccc1S(=O)(=O)N[C@@H]1CC[C@@H](CC(=O)NCc2cccc(F)c2)O[C@@H]1CO
- BioA inh: -0.1

Cc1noc(C)c1S(=O)(=O)N(C)C[C@H]1Oc2c(NS(=O)(=O)c3cn(C)cn3)cccc2C(=O)N([C@@H](C)CO)C[C@@H]1C
- BioA inh: -0.1

C[C@@H]1CN([C@H](C)CO)C(=O)c2cc(NC(=O)Nc3ccc(F)cc3)ccc2O[C@H]1CN(C)Cc1ccc(C(=O)O)cc1
- BioA inh: 0.7

C[C@H](CO)N1C[C@H](C)[C@H](CN(C)S(=O)(=O)c2ccc(F)cc2)Oc2ccc(NC(=O)Cc3cn(C)c4ccccc34)cc2CC1=O
- BioA inh: -1.5

C[C@H](CO)N1C[C@H](C)[C@H](CN(C)CC2CCCCC2)Oc2ccc(NC(=O)CCCN(C)C)cc2C1=O
- BioA inh: 4.1

CC(=O)N(C)C[C@H]1Oc2ncc(C#Cc3cccnc3)cc2C(=O)N([C@@H](C)CO)C[C@@H]1C
- BioA inh: 1.3

Cc1noc(C)c1S(=O)(=O)N(C)C[C@H]1OCCCC[C@@H](C)Oc2ccc(NC(=O)NC3CCCCC3)cc2C(=O)N([C@@H](C)CO)C[C@H]1C
- BioA inh: 0.6

Cc1ccc(S(=O)(=O)Nc2ccc3c(c2)C(=O)N([C@H](C)CO)C[C@@H](C)[C@H](CN(C)Cc2ccc4c(c2)OCO4)O3)cc1
- BioA inh: 1.4

CO[C@@H]1CN(C)C(=O)c2cc(NC(C)=O)ccc2OC[C@@H](C)N(Cc2ccccc2F)C[C@@H]1C
- BioA inh: 2.3

CCCNC(=O)N1[C@H](CO)[C@H](c2ccc(-c3ccccc3F)cc2)[C@@H]1C#N
- BioA inh: 2.4

C[C@H](CO)N1C[C@H](C)[C@@H](CN(C)C(=O)Nc2ccc(C(F)(F)F)cc2)OCCCC[C@H](C)Oc2ccc(NC(=O)Nc3ccc(C(F)(F)F)cc3)cc2C1=O
- BioA inh: -3.6

Cc1ccccc1S(=O)(=O)NCC[C@@H]1CC[C@@H](NC(=O)C2CCCC2)[C@@H](CO)O1
- BioA inh: 2.4

C[C@@H]1CCCCO[C@H](CN(C)C(=O)Nc2ccc3c(c2)OCO3)[C@@H](C)CN([C@H](C)CO)C(=O)c2cc(NC(=O)C3CCCCC3)ccc2O1
- BioA inh: -3.5

CCCN1[C@H](C(=O)NC2Cc3ccccc3C2)[C@@H](CO)[C@@H]2Cn3c(ccc(C4=CCCCC4)c3=O)[C@@H]21
- BioA inh: 3.6

C[C@@H]1CCCCO[C@H](CN(C)C(=O)Nc2ccc(C(F)(F)F)cc2)[C@H](C)CN([C@H](C)CO)C(=O)c2cc(N(C)C)ccc2O1
- BioA inh: -1.2

C[C@@H]1CCCCO[C@H](CN(C)C(=O)Nc2ccc3c(c2)OCO3)[C@H](C)CN([C@H](C)CO)C(=O)c2cc(NS(C)(=O)=O)ccc2O1
- BioA inh: 3.5

COc1ccc([Si](C)(C)[C@@H]2[C@@H](CCO)O[C@]3(C(=O)N(Cc4ccc(N5CCOC5=O)cc4)c4ccccc43)[C@H]2C)cc1
- BioA inh: 0.8

C/C=C/c1ccc([C@@H]2[C@H](CO)N3CCCCN(C(=O)Cc4ccncc4)C[C@@H]23)cc1
- BioA inh: -2.2

CC(C)CC#Cc1cnc2c(c1)C(=O)N([C@@H](C)CO)C[C@@H](C)[C@@H](CN(C)C(=O)c1cccc(F)c1)O2
- BioA inh: -0.9

O=C(Cc1cccnc1)N1CCCCN2[C@H](CO)[C@H](c3ccc(C#CC4(O)CCCC4)cc3)[C@@H]2C1
- BioA inh: -3.0

COC(=O)C[C@@H]1C[C@H]2c3cc(N)ccc3O[C@H]2[C@@H](CO)O1
- BioA inh: -0.7

COCC(=O)N1C[C@H]2[C@@H](c3ccccc31)[C@@H](CO)N2C(=O)Nc1ccccc1F
- BioA inh: -0.7

CNC[C@@H]1OCCCC[C@@H](C)Oc2ccc(NS(=O)(=O)c3c(C)noc3C)cc2C(=O)N([C@@H](C)CO)C[C@H]1C
- BioA inh: -2.7

COc1ccc(NC(=O)N(C)C[C@H]2Oc3c(NS(=O)(=O)c4ccc(OC)cc4)cccc3C(=O)N([C@@H](C)CO)C[C@@H]2C)cc1
- BioA inh: -4.8

O=C(C[C@H]1C[C@@H]2c3cc(NC(=O)Cc4ccncc4)ccc3O[C@@H]2[C@H](CO)O1)NCC1CC1
- BioA inh: 0.7

O=C(NCC[C@H]1CC[C@@H](NS(=O)(=O)Cc2ccccc2)[C@H](CO)O1)C1CCOCC1
- BioA inh: 1.2

COc1ccc(NC(=O)Nc2ccc3c(c2)C(=O)N([C@H](C)CO)C[C@@H](C)[C@@H](CN(C)C(=O)Nc2ccc4c(c2)OCO4)O3)cc1
- BioA inh: -2.8

C[C@H](CO)N1C[C@H](C)[C@H](CN(C)C(=O)Nc2ccc(C(F)(F)F)cc2)Oc2ncc(C#C[C@@H](C)O)cc2C1=O
- BioA inh: 1.2

CO[C@@H]1CN(C)C(=O)c2ccc(NC(=O)C3CC3)cc2OC[C@@H](C)N(Cc2cccnc2)C[C@@H]1C
- BioA inh: 6.1

C[C@@H]1CN([C@@H](C)CO)C(=O)c2cc(NS(=O)(=O)c3ccc(F)cc3)ccc2O[C@@H]1CN(C)S(=O)(=O)c1ccc(Cl)cc1
- BioA inh: -1.1

CCCN(C)C[C@H]1OCCCC[C@@H](C)Oc2ccc(NS(=O)(=O)c3ccc(Cl)cc3)cc2C(=O)N([C@H](C)CO)C[C@@H]1C
- BioA inh: -0.1

COc1ccccc1C#Cc1ccc2c(c1)O[C@@H](CN(C)Cc1ccccc1)[C@@H](C)CN([C@H](C)CO)S2(=O)=O
- BioA inh: -1.2

Cc1noc(C)c1NC(=O)N(C)C[C@@H]1OCCCC[C@H](C)Oc2ccc(NS(=O)(=O)c3ccc(Cl)cc3)cc2C(=O)N([C@@H](C)CO)C[C@H]1C
- BioA inh: -0.5

Cc1noc(C)c1NC(=O)Nc1ccc2c(c1)CC(=O)N([C@@H](C)CO)C[C@H](C)[C@H](CN(C)S(C)(=O)=O)O2
- BioA inh: 0.4

CCNC(=O)Nc1ccc2c(c1)C(=O)N(C)[C@@H]1CC[C@@H](CC(=O)NCCN3CCCC3)O[C@H]1CO2
- BioA inh: -2.5

C[C@H](CO)N1C[C@H](C)[C@H](CN(C)CC2CCCCC2)Oc2ccc(NC(=O)Cc3cn(C)c4ccccc34)cc2CC1=O
- BioA inh: -5.5

CCCN1C[C@H](C)[C@@H](OC)CN(C)C(=O)c2cc(NC(=O)Nc3ccccc3F)ccc2OC[C@H]1C
- BioA inh: 1.5

CCCNC(=O)N(C)C[C@H]1Oc2ncc(-c3ccncc3)cc2C(=O)N([C@@H](C)CO)C[C@H]1C
- BioA inh: 0.1

Cc1ccc(S(=O)(=O)Nc2ccc3c(c2)C(=O)N([C@@H](C)CO)C[C@@H](C)[C@@H](CN(C)Cc2ccc(C(=O)O)cc2)OCCCC[C@H](C)O3)cc1
- BioA inh: -1.1

CO[C@@H]1CN(C)C(=O)c2cc(NC(=O)NC(C)C)ccc2OC[C@@H](C)N(C(=O)CN(C)C)C[C@@H]1C
- BioA inh: 0.4

O=C(Nc1ccccc1)N1C[C@@H]2[C@H](c3ccccc31)[C@@H](CO)N2Cc1ccc(F)cc1
- BioA inh: -3.1

Cc1noc(C)c1NC(=O)Nc1ccc2c(c1)C(=O)N([C@H](C)CO)C[C@@H](C)[C@@H](CN(C)C(=O)Nc1ccc3c(c1)OCO3)OCCCC[C@@H](C)O2
- BioA inh: -3.4

COc1cccc(-c2ccc3c(c2)O[C@@H](CN(C)Cc2cccnc2)[C@@H](C)CN([C@H](C)CO)S3(=O)=O)c1
- BioA inh: 2.7

C[C@@H]1CCCCO[C@@H](CN(C)Cc2ccncc2)[C@H](C)CN([C@@H](C)CO)C(=O)c2cc(NS(=O)(=O)c3cccs3)ccc2O1
- BioA inh: 2.9

C[C@H]1CN([C@@H](C)CO)C(=O)c2cc(/C=C/c3ccccc3)cnc2O[C@H]1CN(C)S(C)(=O)=O
- BioA inh: 3.9

N#C[C@@H]1[C@H](c2ccccc2)[C@H](CO)N1C(=O)Nc1cccc(F)c1
- BioA inh: 29

Next part.
| Molecule | BioA inh |
| --- | --- |
| CC=Cc1ccc2n(c1=O)C[C@H]1[C@H](CO)[C@@H](C(=O)NCCC)N(CCC(F)(F)F)[C@@H]21 (mixture of isomers) | 2.8 |
| C[C@H](CO)N1C[C@H](C)[C@@H](CN(C)S(=O)(=O)c2cn(C)cn2)OCc2ccccc2-c2ccccc2C1=O | -0.2 |
| CO[C@@H](CN(C)S(=O)(=O)c1ccccc1)[C@H](C)CN(C(=O)Nc1ccccc1F)[C@@H](C)CO | -0.9 |
| C[C@H](CO)N1C[C@H](C)[C@H](CN(C)S(=O)(=O)c2cccs2)Oc2ccc(NC(=O)Nc3ccc(F)cc3)cc2CC1=O | -1.0 |
| COc1ccc(S(=O)(=O)N(C)C[C@H]2Oc3ccc(NC(=O)Nc4ccc(C(F)(F)F)cc4)cc3C(=O)N([C@H](C)CO)C[C@H]2C)cc1 | -1.6 |
| CC(=O)N(C)C[C@@H]1Oc2ncc(C#C[C@H](C)O)cc2C(=O)N([C@@H](C)CO)C[C@@H]1C | -2.2 |
| C[C@H](CO)N1C[C@H](C)[C@H](CN(C)C(=O)Nc2ccnc(N3CCOCC3)c2)OCc2cn(nn2)CCCC1=O | -1.2 |
| COCCNC(=O)c1cc2c(c(-c3cccc(-c4cccc(F)c4)c3)n1)[C@@H](CCO)N([S@](=O)C(C)(C)C)C2 | 7.8 |
| COC(=O)C[C@H]1CC[C@@H]2[C@@H](COc3ccc(NC(=O)c4ccc(C(F)(F)F)cc4)cc3C(=O)N2C)O1 | -0.1 |
| Cc1ccc(-c2ccc3c(c2)O[C@H](CN(C)S(C)(=O)=O)[C@H](C)CN([C@H](C)CO)S3(=O)=O)cc1 | -1.7 |
| C[C@H](CO)N1C[C@H](C)[C@H](CN(C)Cc2ccncc2)Oc2ncc(C#CCC3CCCCC3)cc2C1=O | 0.2 |
| CCCNC(=O)[C@H]1[C@H](CO)[C@H]2Cn3c(ccc(C4=CCCC4)c3=O)[C@@H]1N2C(C)=O | -1.5 |
| COc1ccccc1NC(=O)N1C[C@@H]2[C@H](c3ccccc31)[C@@H](CO)N2CC1CCCC1 | -3.0 |
| C[C@@H]1CN([C@H](C)CO)S(=O)(=O)c2ccc(C#C[C@@H](C)O)cc2O[C@H]1CN(C)CC1CCCC1 | 1.3 |
| CC(C)NC(=O)N(C)C[C@H]1OCCCC[C@@H](C)Oc2ccc(NS(C)(=O)=O)cc2C(=O)N([C@H](C)CO)C[C@H]1C | -1.7 |
| COc1ccc(S(=O)(=O)N(C)C[C@H]2Oc3ccc(NS(=O)(=O)c4ccc(C)cc4)cc3CC(=O)N([C@H](C)CO)C[C@@H]2C)cc1 | -2.9 |
| COc1ccc(CN(C)C[C@@H]2Oc3ccc(NS(C)(=O)=O)cc3CC(=O)N([C@@H](C)CO)C[C@H]2C)cc1 | 1.8 |
| C[C@@H]1CN([C@@H](C)CO)C(=O)c2cccc(NC(=O)Nc3ccc(C(F)(F)F)cc3)c2O[C@H]1CN(C)C(=O)Nc1ccc(C(F)(F)F)cc1 | -4.9 |
| C[C@@H]1CN([C@@H](C)CO)C(=O)c2cc(NC(=O)Cc3ccccc3)ccc2O[C@@H]1CN(C)Cc1ccncc1 | 0.5 |
| COc1ccc(NC(=O)N(C)C[C@H]2Oc3ccc(NC(=O)Nc4ccc(F)cc4)cc3CC(=O)N([C@@H](C)CO)C[C@@H]2C)cc1 | 5.4 |
| CO[C@H]1CN(C)C(=O)c2cc(NS(C)(=O)=O)ccc2OC[C@H](C)N(C(=O)c2ccc3c(c2)OCO3)C[C@@H]1C | -0.9 |
| CO[C@@H]1CN(C)C(=O)c2cc(NC(=O)NC(C)C)ccc2OC[C@@H](C)N(Cc2ccccc2)C[C@@H]1C | 2.6 |
| C[C@@H]1CCCCO[C@H](CN(C)S(=O)(=O)c2cccs2)[C@@H](C)CN([C@@H](C)CO)C(=O)c2cc(NC(=O)Nc3ccc(F)cc3)ccc2O1 | -2.8 |
| COC(=O)[C@@H]1[C@@H](CO)[C@@H]2Cn3c(ccc(-c4ccncc4)c3=O)[C@H]1N2S(=O)(=O)c1ccccc1C | -0.3 |
| O=C(NCC1CC1)[C@H]1[C@H](CO)[C@H]2Cn3c(cccc3=O)[C@H]2N1C(=O)Nc1ccccc1 | -1.9 |
| C[C@H]1CN([C@@H](C)CO)C(=O)Cc2cc(NS(=O)(=O)c3cccs3)ccc2O[C@@H]1CN(C)Cc1ccc(C(F)(F)F)cc1 | 2.0 |
| O=C(C[C@H]1C[C@H]2c3cc(NC(=O)c4cccnc4)ccc3O[C@H]2[C@H](CO)O1)NCc1cccnc1 | 20 |
| C[C@H](NC(=O)C[C@H]1C[C@H]2c3cc(NC(=O)Cc4ccncc4)ccc3O[C@H]2[C@@H](CO)O1)c1ccccc1 | -1.3 |

Only part of the results is shown; the hit share may differ from the screen's.
